From PubChem
Pf growth 48h: Primary qHTS for delayed death inhibitors of the malarial parasite plastid, 48 hour incubation; P. falciparum luciferase growth in erythrocytes, 48 h; Potency, µM (top dose mostly 28.7 µM), for inactives: at the top dose activity change, negative = inhibition, hits mostly inhibitors; 5.9% of 310,000 active; AID 504832, 2011; also: potency is read from the fitted curve at half-maximal effect; % is scaled to controls: 0 for no effect and ±100 for the full control effect
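A one-generation exposure of luciferase-tagged malaria parasites in RPMI 1640/Albumax erythrocyte culture, 37 C and 5% CO2. Inhibition is inferred from decreased luminescence after adding detection reagent.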
HCV inhibitor: qHTS Assay for Inhibitors of Hepatitis C Virus (HCV) | Huh7.5.1 HCVcc-Cre infection, luciferase reporter, 44 h | Potency, µM (highest dose often 41.8 µM), for inactives: at the top dose activity change, negative = inhibition, actives largely listed as inhibitors | 3.4% of 340,000 active | AID 651820, 2012; also: potency is read from the fitted curve at half-maximal effect; % is scaled to controls: 0 for no effect and ±100 for the full control effect
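Infectious HCV cell culture screen: compound-treated cells (1,000/well, pre-plated 4 h) are infected with HCVcc-Cre at roughly 0.5 moi and grown 44 h. Infection is quantified by luciferase signal after 15 min substrate incubation at room temperature.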
TbPYK inhibitor: qHTS of Trypanosoma Brucei Inhibitors. TbPYK enzyme, Kinase-Glo Plus ATP luminescence, 45 min. Potency, µM (series often up to 76.8 µM), inactives show top-dose activity, negative = inhibition, usual class: inhibitors. 0.12% of 410,000 active; also: potency is read from the fitted curve at half-maximal effect; % is scaled to controls: 0 for no effect and ±100 for the full control effect; nearly all actives have a fitted effect of over 50% in size
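Luminescence from Kinase-Glo Plus, added after a 45-minute room-temperature reaction, served as the end-point read-out. The enzyme and substrate were preincubated with compound before ADP (130 uM final) initiated turnover. Concentration-effect curves came from normalized qHTS data.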
Shiga inhibitor: A qHTS for Small Molecule Inhibitors of Shiga Toxin. AID 2315, 2010. Vero cells, Shiga toxin protein synthesis inhibition reporter. 9.2% of 290,000 active. inhibition, % at 38.7 µM; in the data active = inhibition mostly above about 28%, no sharp cut-off; inactive = mostly below about 43%; also: 0% is about no effect
Cycloheximide cs: Cycloheximide Counterscreen for Small Molecule Inhibitors of Shiga Toxin; max response, %; cell reporter, cycloheximide protein synthesis inhibition counterscreen; 12% of 300,000 active; in the data active = max response mostly above about 13%, no sharp cut-off; inactive = mostly below about 14%; also: read at 38.3 µM for the half of the compounds with a filed dose; 0% is about no effect
Pf growth 96h: Primary qHTS for delayed death inhibitors of the malarial parasite plastid, 96 hour incubation; Potency, µM (titrated, usually from 28.7 µM), for the others: top-dose activity change, negative = inhibition, hits mostly inhibitors; 6.9% of 320,000 active; P. falciparum luciferase reporter growth, 96 h; also: potency is read from the fitted curve at half-maximal effect; % is scaled to controls: 0 for no effect and ±100 for the full control effect
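Compounds incubated with erythrocytes infected by luciferase-expressing P. falciparum (2% hematocrit, 0.05% parasitemia final) for 96 hours, 37 C in 5% CO2. Growth inhibition scored as decreased luciferase luminescence.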
LmPK inh: qHTS Assay for Inhibitors of Leishmania Mexicana Pyruvate Kinase (LmPK); Q27686; purified LmPK, Kinase-Glo ATP luminescence, 1 h; Potency, µM (top dose mostly 57.5 µM), inactives show at the top dose activity change, negative = inhibition, usual class: inhibitors; 0.37% of 290,000 active; AID 1721, 2009; also: potency is read from the fitted curve at half-maximal effect; % is scaled to controls: 0 for no effect and ±100 for the full control effect
Target sequence (Q27686 whole entry, looked up): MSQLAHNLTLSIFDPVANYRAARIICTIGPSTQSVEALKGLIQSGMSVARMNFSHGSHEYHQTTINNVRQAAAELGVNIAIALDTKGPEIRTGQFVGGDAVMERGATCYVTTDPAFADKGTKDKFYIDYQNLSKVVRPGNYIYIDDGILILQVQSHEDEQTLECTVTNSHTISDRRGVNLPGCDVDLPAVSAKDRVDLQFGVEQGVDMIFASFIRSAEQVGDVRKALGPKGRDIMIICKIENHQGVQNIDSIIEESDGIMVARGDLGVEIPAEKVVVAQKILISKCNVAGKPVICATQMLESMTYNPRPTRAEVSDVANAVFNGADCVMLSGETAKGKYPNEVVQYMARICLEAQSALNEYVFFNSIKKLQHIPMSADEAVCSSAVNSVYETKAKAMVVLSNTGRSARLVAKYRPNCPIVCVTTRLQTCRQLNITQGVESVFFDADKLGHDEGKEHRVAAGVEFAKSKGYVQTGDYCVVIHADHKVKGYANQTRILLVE
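Kinase-Glo luminescence read after 1 h RT reaction of 0.1 nM LmPK with 0.5 mM PEP and 0.1 mM ADP. Activity scaled between uninhibited and enzyme-free controls.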
Starred values were filed as active, the others as inactive; ? = inconclusive; / = not tested or not shown; [ ] = dose if it differs, or a comment. Unless noted, calls follow the shape of the dose curve; as a rule, active = well fitted curve in the direction sought with a large enough effect; inconclusive = small, poorly fitted or top-dose-only effect, or another doubt; inactive = no such curve, though single readings can be large; an effect the other way counts as inactive or inconclusive.

Order of results: Pf growth 48h | HCV inhibitor | TbPYK inhibitor | Shiga inhibitor | Cycloheximide cs | Pf growth 96h | LmPK inh
(1) O=C(c1cc(-c2ccco2)nc2ccccc12)N1CCN(c2ccc(F)cc2)CC1
    ? | ? | -6% | 78* | 33* | 13µM* | -1%
(2) Cc1[nH]n(-c2c(Cl)cc(Cl)cc2Cl)c(=O)c1C=Nc1ccc(S(=O)(=O)N2CCOCC2)cc1
    0% | -4% | 3% | -4 | -3 | 11% | 3%
(3) Cc1cc(=O)c2cc(Br)ccc2[nH]1
    ? | 8% | 8% | -7 | -2 | 4% | 4%
(4) CC1CCN(S(=O)(=O)c2ccc(C(=O)Nc3nnc(-c4ccco4)o3)cc2)CC1
    ? | ? | -1% | -14 | -3 | 15µM* | 5%
(5) CCOC(=O)Cc1csc(NC(=O)CSc2nnc(-c3cccnc3)n2Cc2ccco2)n1
    13% | -2% | -3% | -1 | -1 | 5% | 1%
(6) CC12COC3(C(N)=O)CC1CCC32C (configuration not stated)
    -9% | 4% | 3% | -12 | -1 | 24% | 2%
(7) Nc1nnc(N2CCc3ccccc32)s1
    7% | 4% | -15% | 57* | 27* | ? | -1%
(8) Cc1cc(NC(=O)c2cncc(Br)c2)n(-c2ccccn2)n1
    / | ? | 4% | -16 | -3 | -3%[5.75 µM] | 2%
(9) C=CCn1c(CCc2cc(C(C)(C)C)c(O)c(C(C)(C)C)c2)n[nH]c1=S
    ? | 2% | ? | 9 | 11 | ? | 0%
(10) Nc1cccnc1Oc1ccc(F)cc1
    1% | 4% | 2% | 25 | 14* | 18% | -2%
(11) O=c1c2ccccc2ncn1-c1ccc([N+](=O)[O-])cc1[N+](=O)[O-]
    ? | ? | 1% | 23 | 13 | ? | -5%
(12) COc1cc(/C=C2/SC(N)=NC2=O)ccc1Oc1ccc([N+](=O)[O-])cc1[N+](=O)[O-]
    13% | 10% | -1% | -10 | -4 | 25% | 2%
(13) Cc1cc(NC(=O)COc2c(C)cccc2C)no1
    ? | 8% | 0% | -2 | 1 | 27% | 2%
(14) COC(=O)c1ccc(N=NNc2ccc(C(=O)OC)cc2)cc1
    272%[activator] | 5% | 0% | 127* | 122* | 3% | 1%
(15) COc1cc(NS(=O)(=O)c2ccc(NC(=O)COc3ccccc3Cl)cc2)nc(OC)n1
    / | 21% | 0% | 0 | 1 | / | 15%
(16) CNCCCOc1ccc2c(c1)CCC2
    ? | -14% | -10% | 76 | 21* | 11%[5.75 µM] | -14%
(17) Cc1nnc(SCC2=C(C(=O)O)N3C(=O)C(NC(=O)Cc4ccccc4)C3SC2)s1 (configuration not stated)
    -20% | 19% | -11% | / | / | -14% | /
(18) Cc1ccc(S(=O)(=O)N2CCCC(C(=O)NCC(C)C)C2)cc1 (configuration not stated)
    -5% | -2% | 4% | 3 | 4 | 25% | 1%
(19) S=c1[nH]nc(C2CCCCC2)n1/N=C/c1cccc(Cl)c1Cl
    -21% | -14% | -29% | -9 | -1 | -1% | 6%
(20) CN(C)S(=O)(=O)c1ccc(Cl)c(NC(=O)CN2CCc3ccccc3C2)c1
    -57% | ? | 0% | -14 | -7 | -61% | -1%
(21) CC(=O)c1ccc(NC(=O)CSc2nnc(NC(=O)C3CC3)s2)cc1
    10% | / | 0% | -7 | -2 | ? | -4%
(22) Cc1cc(C)c(S(=O)(=O)N(C)CC(=O)N2CCCCC2)c(C)c1
    ? | -9% | 4% | -17 | -1 | / | -1%
(23) Cc1cc(C(=O)OCC(=O)Nc2cc(C(F)(F)F)ccc2N2CCOCC2)c(C)o1
    ? | ? | -9% | -10 | 1 | 9% | 1%
(24) Cc1ccc(C(=O)N/C(=C\c2ccc(-c3cccc([N+](=O)[O-])c3)o2)C(=O)NCCCN(C)C)cc1
    ? | ? | -5% | -21 | -13 | ? | 2%
(25) Cc1cccn2c(=O)c3cc(C(=O)NC4CCS(=O)(=O)C4)sc3nc12 (configuration not stated)
    / | 8% | 2% | 25 | -7 | -1% | 12%
(26) CCOc1ccc(-c2noc(CCCC(=O)NCC3CCCO3)n2)cc1OC (configuration not stated)
    ? | 24% | 3% | -6 | -3 | 49%[activator] | -5%
(27) COc1ccc(OC)c(Nc2nc(-c3c(C)nc4ncccn34)cs2)c1
    4%[0.00184 µM] | ? | -3% | 1 | 2 | 41%[activator] | 0%
(28) COc1ccc2c(c1)c(C(=O)N/N=C/c1ccc(O)c(O)c1)c(C)n2C
    1% | ? | 1% | 2 | -4 | ? | -3%
(29) CC1C(=O)N2CCCc3cc(S(=O)(=O)N4CCN(c5ccccc5F)CC4)cc1c32 (configuration not stated)
    12µM* | ? | -5% | -3 | 1 | 20% | 10%
(30) O=c1cc(N2CCCCC2)[nH]c(=O)n1C1CCCCC1
    18% | 4% | -4% | -3 | -2 | ? | 2%

2 entries picked at random from the list so far:
Order of results: Pf growth 48h | HCV inhibitor | TbPYK inhibitor | Shiga inhibitor | Cycloheximide cs | Pf growth 96h | LmPK inh
(25) Cc1cccn2c(=O)c3cc(C(=O)NC4CCS(=O)(=O)C4)sc3nc12 (configuration not stated)
    / | 8% | 2% | 25 | -7 | -1% | 12%
(18) Cc1ccc(S(=O)(=O)N2CCCC(C(=O)NCC(C)C)C2)cc1 (configuration not stated)
    -5% | -2% | 4% | 3 | 4 | 25% | 1%

Other structures follow.
Order of results: Pf growth 48h | HCV inhibitor | TbPYK inhibitor | Shiga inhibitor | Cycloheximide cs | Pf growth 96h | LmPK inh
(31) CSc1ccc(C(=O)C2CCCN(CCCn3cccn3)C2)cc1 (configuration not stated)
    -28% | -7% | -1% | -1 | 0 | ? | 1%
(32) Cn1c(=O)[nH]c2cc(Cl)cnc21
    -8% | -2% | -12% | -9 | -1 | 34%[activator] | 1%
(33) Cc1ccc(Nc2c([N+](=O)[O-])ccc3c2=NC2(CCCCC2)N=3)cc1
    -18% | ? | -14% | -10 | 10 | -4% | -16%
(34) O=C1N=C(N2CCOCC2)S/C1=C\c1ccccc1OS(=O)(=O)c1ccccc1
    ? | -8% | -1% | 18 | 3 | ? | 3%
(35) C=C(C)c1cccc(C(C)(C)NC(=O)NCc2ccc(OC)cc2)c1
    12% | 9% | 1% | 7 | -5 | -16% | -3%
(36) Cc1ccccc1CCN(CC(=O)NCc1ccc(F)cc1)C(=O)c1csnn1
    8% | -25% | -5% | -6 | -6 | ? | -4%
(37) CC1CCN(C(=O)C(=O)Nc2sc3c(c2C(=O)O)CC(C)(C)OC3)CC1
    -12% | 3% | 5% | 21 | -3 | ? | -1%
(38) CCOc1cc(C(=O)Nc2ncn[nH]2)cc(OCC)c1OCC
    -4% | 12% | -1% | -11 | 3 | ? | 0%
(39) CCOc1ccccc1NC(=O)CN(c1ccc(OC)cc1)S(=O)(=O)c1c(C)[nH]c(=O)[nH]c1=O
    ? | 15% | -10% | 5 | -2 | -1% | 10%
(40) COc1ccc(-c2c(=O)n(OCc3ccccc3[N+](=O)[O-])c3ccccc3[n+]2[O-])c(OC)c1
    -22% | -7% | -11% | -9 | -6 | 0% | 2%
(41) COc1cc(/C=C(\C#N)c2nc3ccccc3s2)ccc1OCC(=O)Nc1ccccc1
    ? | -21% | 3% | 36 | 11 | 7% | 4%
(42) O=C(NNC(=S)NC(=O)c1cccc([N+](=O)[O-])c1)c1ccc(O)cc1
    23% | -29% | -7% | 53* | 32* | 25% | 6%
(43) O=C(C1CC1)N1CCN=C1SCc1cccc(F)c1
    2% | 10% | -3% | -8 | -5 | ? | -1%
(44) COc1ccc2oc(C(=O)OC(C)C(=O)N3CCC(C)CC3)c(C)c2c1 (configuration not stated)
    -21% | ? | 1% | / | / | 3% | /
(45) COc1cccc(OCc2cc(C(=O)NC3CCOCC3)no2)c1
    30% | 2% | 2% | 82* | 46* | 0% | 1%
(46) Cc1ccc(Nc2nc(C3CC3)cs2)cc1
    36%[activator] | 1% | / | 52* | 33* | 87%[activator] | -7%
(47) Cc1cc(C)cc(-n2c(C)cc(C(=O)CSc3nnnn3C)c2C)c1
    / | -7% | -2% | 39 | 17 | ? | 5%
(48) CCOc1ccc(C(=O)Nc2nnc(S(=O)(=O)Nc3ccccc3C)s2)cc1
    38%[activator] | -4% | -3% | 1 | -1 | ? | -9%
(49) CC(C)(C)OC(=O)N1CCC(c2cc(=O)n3[nH]c(-c4ccc(Cl)cc4)cc3n2)CC1
    / | 24% | -3% | -10 | -5 | -15% | 3%
(50) COCCn1c(SCC(=O)N2CCc3ccccc3C2)nc2cc(Cl)ccc2c1=O
    ? | ? | 9% | -3 | -5 | 9.3µM* | -2%
(51) Cc1ccc2nc(/C(C#N)=N/O)[nH]c2c1
    ? | 21% | -7% | 16 | 4 | 13µM* | -3%
(52) CN=C(NC#N)SCC(=O)c1ccc(Cl)cc1Cl
    -19% | -12% | 1% | -12 | -4 | 61%[activator] | 0%
(53) C#CCNC(=O)C1=C[C@@H](c2ccc(Br)cc2)C[C@@H](OCc2ccc(CO)cc2)O1
    ? | ? | 4% | 3 | 28 | ? | 0%
(54) Oc1c(C(c2ccccc2)N2CCN(Cc3ccccc3)CC2)sc2ncnn12 (configuration not stated)
    / | -1% | -1% | -21 | -6 | ? | -7%
(55) O=C(Cn1c2ccccc2c(=O)c2ccccc21)N/N=C/c1ccc(N2CCCC2)c([N+](=O)[O-])c1
    25% | ? | -6% | 9 | 3 | 42%[activator] | 2%
(56) Cc1ccc(/C=N/Nc2ccc(Cl)nn2)cc1
    70%[activator] | 6% | -1% | 45* | 13* | 0% | -1%
(57) CN(C)C(=O)CCSC(SCCC(=O)O)c1cccc(/C=C/c2ccc3ccc(Cl)cc3n2)c1 (configuration not stated)
    ? | / | 0% | / | / | ? | /
(58) O=C(O)CCCN1C(=O)/C(=C\c2ccco2)SC1=S
    -9% | 10% | ? | -12 | -5 | 2.9µM* | 9%
(59) Cc1ccc(C(=O)c2ccc(CC(=O)O)n2C)cc1
    -9% | 8% | 1% | / | / | 3% | /
(60) COc1cccc2c(=O)c(C(=O)O)c[nH]c12
    19% | 8% | 1% | -7 | 0 | / | 5%

The listing continues:
Order of results: Pf growth 48h | HCV inhibitor | TbPYK inhibitor | Shiga inhibitor | Cycloheximide cs | Pf growth 96h | LmPK inh
(61) CC1(C)CC2(CC(c3ccccc3)c3ccc(O)cc3O2)NC(=S)N1 (configuration not stated)
    -10% | ? | -12% | -16 | 1 | ? | 8%
(62) Cc1cc(C)cc(NC(=O)C(=O)NCCc2c[nH]c3ccccc23)c1
    5% | -6% | 2% | 10 | 3 | 31%[activator] | 4%
(63) Cc1ccc(C)c(NC(=O)CN(C)C(=O)c2sccc2C)c1
    1% | 54%[activator] | 4% | / | / | 2% | /
(64) CC(=O)c1ccc(NC(=S)Nc2cccc3cnccc23)cc1
    1.9µM* | 13% | -13% | 47* | 36* | 2.6µM* | 5%
(65) COc1ccc(Br)cc1-c1nc(CCl)cs1
    -8% | 10µM* | 1% | -20 | -3 | 20% | 2%
(66) CC1(CCc2ccccc2)NC(=O)N(CC(=O)O)C1=O (configuration not stated)
    12% | 11% | -25% | -7 | -4 | 60%[activator] | -5%
(67) Cc1c(NC(=O)c2cccs2)cccc1C(=O)O
    100%[activator] | 11% | 0% | 47 | 10 | -7% | -4%
(68) COc1ccc(N(C(=O)c2cccnc2)S(=O)(=O)c2ccccc2)cc1
    46%[activator] | 24% | -2% | -14 | -2 | 6% | 4%
